# A549 tox = Nrf2 qHTS screen for inhibitors: counterscreen for cytotoxicity; AID 504648, 2011; Potency, µM (top dose mostly 46 µM), inactives show at the highest dose activity change, negative = cytotoxicity, usual class: inhibitors; 0.16% of 390,000 active; A549 ARE-Fluc cells, CellTiter-Fluor viability, 18-24 h; further: on the % scale 0 is the no-effect control and ±100 the full control effect
#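 Cytotoxicity counterscreen: CellTiter-Fluor fluorescence was measured in A549 ARE_Fluc cells after 18-24 h of compound exposure in a concentration series. The subsequent BugLite luminescent read reports ARE-luciferase activity.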
# HepG2 tox = qHTS for Inhibitors of TGF-b: Cytotox Counterscreen. 0.76% of 410,000 active. Potency, µM (top dose mostly 46.1 µM), without a hit: at the highest dose activity change, negative = cytotoxicity, most hits filed as cytotoxic. HepG2 CAGA-GFP viability, ATP luminescence, 18 h; further: some results filed as inactive show a strong effect at the top dose
#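 CellTiter-Glo luminescence gave cytotoxicity after 18 hours at 37 degrees C. The cells were HepG2 CAGA-GFP in 1% FBS DMEM, stimulated with 500 pg/mL TGF-beta after compound addition. %Activity was normalised to no-cell wells (complete cell-killing) and DMSO (no toxicity), and curves were fitted and classified.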
# Nrf2 activator = qHTS of Nrf2 Activators | AREc32 ARE-luciferase reporter (MCF7-derived line), luminescence, 24 h | Potency, µM (series often up to 46.1 µM), for the others: top-dose activation, usual class: activators | 0.31% of 410,000 active; further: % of control where 0% means no effect; nearly all actives have a fitted effect of over 65% in size
#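 Steps: seed AREc32_Fluc cells (1000/well, 5% FBS OPTI-MEM); incubate overnight at 37 deg C; add 23 nL compound; incubate 24 hr; add Steady-Glo; hold 30 min RT; read luminescence.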
# Nrf2 inh = Nrf2 qHTS screen for inhibitors | A549 ARE-Fluc reporter, luciferase luminescence, 18-24 h | Potency, µM (titrated, usually from 46 µM), for inactives: at the highest dose activity change, negative = inhibition, usual class: inhibitors | 2.1% of 360,000 active; further: on the % scale 0 is the no-effect control and ±100 the full control effect; nearly all actives have a fitted effect of over 60% in size
#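 Nrf2 activity is the BugLite luminescence, read 15 min after reagent at room temperature, following CellTiter-Fluor cytotoxicity readout (30 min, 37C). Compound titrations were applied for 18-24 h to 5000 A549 ARE_Fluc cells/well in 5% FBS OPTI-MEM.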
# MCF10A rereplic = A quantitative high throughput screen for small molecules that induce DNA re-replication in MCF 10a normal breast cells | Potency, µM (titrated, usually from 46.1 µM), without a hit: at the top dose activity, positive = re-replication, actives largely listed as activators | AID 624296, 2012 | MCF 10A DNA re-replication, Hoechst nuclear intensity, 48 h | 2.9% of 350,000 active; further: % of control where 0% means no effect; nearly all actives have a fitted effect of over 50% in size
# EPAC2 antag = qHTS for Antagonist of cAMP-regulated guanine nucleotide exchange factor 2 (EPAC2): primary screen; EPAC2 GEF exchange of Rap1B-BODIPY-GDP, fluorescence; 0.18% of 360,000 active; AID 720708, 2013; Potency, µM (top dose mostly 114 µM), for inactives: at the top dose activity, negative = inhibition, hits mostly inhibitors; further: on the % scale 0 is the no-effect control and ±100 the full control effect; nearly all actives have a fitted effect of over 45% in size; many of its hits are not listed in these tables
# Target sequence (Q8WZA2 whole entry, looked up): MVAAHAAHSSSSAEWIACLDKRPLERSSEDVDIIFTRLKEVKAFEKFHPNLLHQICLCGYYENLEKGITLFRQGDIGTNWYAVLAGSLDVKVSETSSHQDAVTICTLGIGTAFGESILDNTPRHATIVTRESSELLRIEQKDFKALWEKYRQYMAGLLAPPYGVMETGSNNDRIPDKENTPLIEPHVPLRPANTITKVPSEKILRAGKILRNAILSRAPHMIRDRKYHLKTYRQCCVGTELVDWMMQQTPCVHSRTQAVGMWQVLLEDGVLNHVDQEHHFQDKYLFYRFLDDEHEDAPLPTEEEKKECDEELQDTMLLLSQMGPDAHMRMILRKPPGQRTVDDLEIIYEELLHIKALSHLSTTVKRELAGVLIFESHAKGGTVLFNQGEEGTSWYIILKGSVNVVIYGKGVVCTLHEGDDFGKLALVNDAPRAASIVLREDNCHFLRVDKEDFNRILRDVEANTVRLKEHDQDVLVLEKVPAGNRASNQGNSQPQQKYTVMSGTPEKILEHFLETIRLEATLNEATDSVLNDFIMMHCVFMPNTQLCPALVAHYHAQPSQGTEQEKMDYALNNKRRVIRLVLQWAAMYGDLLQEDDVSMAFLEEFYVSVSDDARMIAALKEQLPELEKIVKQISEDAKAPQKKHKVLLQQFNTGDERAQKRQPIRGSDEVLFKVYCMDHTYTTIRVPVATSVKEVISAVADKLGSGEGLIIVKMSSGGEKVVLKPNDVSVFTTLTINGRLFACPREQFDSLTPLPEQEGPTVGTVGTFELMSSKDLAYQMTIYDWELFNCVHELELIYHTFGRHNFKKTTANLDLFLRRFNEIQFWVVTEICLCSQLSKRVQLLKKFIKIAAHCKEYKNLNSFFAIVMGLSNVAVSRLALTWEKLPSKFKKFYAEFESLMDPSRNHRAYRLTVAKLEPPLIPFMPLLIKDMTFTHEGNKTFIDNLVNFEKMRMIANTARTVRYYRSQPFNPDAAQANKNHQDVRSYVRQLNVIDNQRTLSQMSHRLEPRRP
# ATXN viability = Viability Counterscreen for Primary qHTS for Inhibitors of ATXN expression; Potency, µM (top dose mostly 56.7 µM), most hits filed as cytotoxic; S2 cells (HEK-293 line with an ATXN2-luciferase reporter) viability, CellTiter-Fluor protease fluorescence, 24 h; 0.49% of 400,000 active; further: nearly all actives have a fitted effect of over 40% in size
# TGFb SMAD3 inh = qHTS for Inhibitors of TGF-b; HepG2 CAGA-GFP TGF-b/SMAD3 reporter, GFP fluorescence, 18 h; TGF-beta stimulated, 500 pg/mL final; Potency, µM (titrated, usually from 46.1 µM), for inactives: top-dose activity, negative = inhibition, hits mostly inhibitors; 1.2% of 410,000 active; AID 588855, 2011; further: on the % scale 0 is the no-effect control and ±100 the full control effect; nearly all actives have a fitted effect of over 65% in size
#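 TGF-beta reporter screen: HEPG2 CAGA-GFP, 1% FBS, 500 pg/mL TGF-beta final, 18 h; per-cell GFP summed per well; curves fitted and categorized by class.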
# ATXN2 expr inh = Primary qHTS for Inhibitors of ATXN expression; 0.72% of 360,000 active; HEK-293 ATXN2-luciferase reporter, luminescence, 24 h; Potency, µM (series often up to 57 µM), inactives show top-dose activity change, negative = inhibition, actives largely listed as inhibitors; further: on the % scale 0 is the no-effect control and ±100 the full control effect; nearly all actives have a fitted effect of over 55% in size
#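 qHTS (up to 57 uM final) was run with 24 h compound exposure of reporter cells at 37 °C. Each well was multiplexed: SteadyGlo luminescence measured ATXN2-luciferase expression after a fluorogenic Gly-Phe-AFC viability readout (25 uM final).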
# Starred values were filed as active, the others as inactive; i = inactive; ? = inconclusive; · = no result given; [ ] = remark or other dose. The call rests on the fitted dose curve; in most records, active means well fitted curve in the direction sought with a large enough effect; inconclusive means small, poorly fitted or top-dose-only effect, or another doubt; inactive means no such curve, though single readings can be large; an effect the other way counts as inactive or inconclusive. Potency means the concentration at half of the fitted maximal effect. This is a subset; rates above refer to the full screens.
# Preview:
SMILES,A549 tox,HepG2 tox,Nrf2 activator,Nrf2 inh,MCF10A rereplic,EPAC2 antag,ATXN viability,TGFb SMAD3 inh,ATXN2 expr inh
Cc1ccccc1OCC(=O)N/N=C/c1ccc([N+](=O)[O-])o1,-17%,-91%,14%,?,23µM*,-5%[57.1 µM],?,18µM*,·
O=C1CCC([N+](=O)[O-])C(c2ccc3c(c2)OCO3)N1 (configuration not stated),-1%,3%,0.0%,-14%,3%,5%,·,4%,14%
Cn1c(=O)c2cc(NC(=O)Nc3cccnc3)ccc2n1-c1ccc(C(C)(C)C)cc1,·,-5%,0.1%,·,·,-7%,?,21%,?
COc1ccccc1S(=O)(=O)c1c(C)cc(C)[nH]c1=O,2%,8%,0.1%,-19%,-1%,1%,i,0%,2%
NC(=S)Nc1ccc2c(c1)OCO2,-3%,0%,0.4%,-11%,?,0%,i,11%,7%
COc1ccc(C(=O)N(C)c2c(C)n(C)n(-c3ccccc3)c2=O)cc1OC,1%,-10%,0.3%,1%,-3%,-1%,i,-11%,-7%
CCCCCCOC(=O)c1ccccc1NC(=O)/C=C/C(=O)O,-15%,-46%,?,6%,?,12%,?,-6%,-13%
Oc1ccc2[nH]cnc2c1CN1CCCCC1,0%,-10%,-0.7%,8%,1%,9%,i,?,13%
Cc1ccc(C(=O)NCCCNC(=O)COc2ccc(Cl)c(C)c2)cn1,-1%,-1%,-0.2%,11%,3%,-5%,i,-3%,-10%
Cc1cc(NS(=O)(=O)c2ccc(NC(=O)c3cnc4scc(C)n4c3=O)cc2)nc(C)n1,7%,-3%,-0.8%,7%,2%,6%,i,-3%,5%
COC(=O)[C@H](CC(C)C)NS(=O)(=O)c1ccc(F)cc1Br,·,-17%,0.6%,·,·,-3%,i,-1%,-6%

# The whole of this part, from the start:
SMILES,A549 tox,HepG2 tox,Nrf2 activator,Nrf2 inh,MCF10A rereplic,EPAC2 antag,ATXN viability,TGFb SMAD3 inh,ATXN2 expr inh
Cc1ccccc1OCC(=O)N/N=C/c1ccc([N+](=O)[O-])o1,-17%,-91%,14%,?,23µM*,-5%[57.1 µM],?,18µM*,·
O=C1CCC([N+](=O)[O-])C(c2ccc3c(c2)OCO3)N1 (configuration not stated),-1%,3%,0.0%,-14%,3%,5%,·,4%,14%
Cn1c(=O)c2cc(NC(=O)Nc3cccnc3)ccc2n1-c1ccc(C(C)(C)C)cc1,·,-5%,0.1%,·,·,-7%,?,21%,?
COc1ccccc1S(=O)(=O)c1c(C)cc(C)[nH]c1=O,2%,8%,0.1%,-19%,-1%,1%,i,0%,2%
NC(=S)Nc1ccc2c(c1)OCO2,-3%,0%,0.4%,-11%,?,0%,i,11%,7%
COc1ccc(C(=O)N(C)c2c(C)n(C)n(-c3ccccc3)c2=O)cc1OC,1%,-10%,0.3%,1%,-3%,-1%,i,-11%,-7%
CCCCCCOC(=O)c1ccccc1NC(=O)/C=C/C(=O)O,-15%,-46%,?,6%,?,12%,?,-6%,-13%
Oc1ccc2[nH]cnc2c1CN1CCCCC1,0%,-10%,-0.7%,8%,1%,9%,i,?,13%
Cc1ccc(C(=O)NCCCNC(=O)COc2ccc(Cl)c(C)c2)cn1,-1%,-1%,-0.2%,11%,3%,-5%,i,-3%,-10%
Cc1cc(NS(=O)(=O)c2ccc(NC(=O)c3cnc4scc(C)n4c3=O)cc2)nc(C)n1,7%,-3%,-0.8%,7%,2%,6%,i,-3%,5%
COC(=O)[C@H](CC(C)C)NS(=O)(=O)c1ccc(F)cc1Br,·,-17%,0.6%,·,·,-3%,i,-1%,-6%
CN(C)C(=O)c1c(NC(=O)c2ccco2)sc2c1CCCCC2,-9%,-1%,6.5%,-2%,?,7%,i,-6%,5%
COc1ccccc1N1CCN(c2ccc(Cl)nn2)CC1,4%,10%,-0.3%,?,-3%,2%,i,6%,-5%
Cc1ccc(S(=O)(=O)/N=C(/c2ccccc2)N(C)C)c(C)c1,-3%,-5%,-0.4%,1%,-3%,1%,i,0%,26%
COc1ccccc1Cc1c(-c2ccco2)nc2ccc(C)cn12,·,-17%,3.9%,·,·,-27%,?,10µM*,-19%
Clc1ccc(Oc2nc(N3CCOCC3)nc(N3CCOCC3)n2)cc1,-4%,13%,-0.2%,-7%,-1%,3%,?,-1%,-4%
COc1ccc(CSc2ncn[nH]2)cc1[N+](=O)[O-],-3%,1%,1.9%,-12%,-4%,10%,i,-1%,4%
O=C(COc1ccc2ccccc2c1)NNC(=O)C(=O)Nc1ccccc1,6%,-21%,3.2%,?,?,15%,i,-7%,1%
CC(C)(C)OC(=O)C[C@H]1C/C=C\C[C@@H](CC(=O)N(CCO)Cc2ccccc2)C(=O)N[C@@H](Cc2ccccc2)COC1=O,-3%,0%,0.5%,5%,?,1%,?,-14%,-7%
CC(Sc1nc2ccccc2s1)C(=O)Nc1nnc(C(C)C)s1 (configuration not stated),17%,-19%,-0.8%,-3%,0%,-4%,i,?,-7%
O=C(NCc1nnc2c(C(F)(F)F)cc(Cl)cn12)c1ccc2c(c1)OCO2,13%,10%,2.1%,6%,-21%,-6%,i,7%,28%
Nc1nccnc1C(=O)OCC(=O)NCCc1ccc(Cl)cc1,-8%,-4%,-0.2%,-1%,0%,-4%,i,-7%,-18%
COc1ccc(-c2nc3ccccc3s2)cc1NC(=O)COc1cccc(C)c1,?,-22%,4.5%,?,·,·,·,1%,·
O=C(Nc1ccccc1)OCCOc1ccccc1Br,9%,-1%,3.9%,11%,7%,-12%,i,8%,7%
CCN(C(=O)COC(=O)c1c(-c2ccccc2)noc1C)C1CCS(=O)(=O)C1 (configuration not stated),0%,-6%,-0.3%,-7%,-26%,-7%,i,-2%,7%
CN1CCN(/N=C/c2c3ccccc3c(Cl)c3ccccc23)CC1,2%,-36%,3.6%,-2%,?,-2%,i,?,-17%
COc1ccc2cc(C(c3nnnn3Cc3ccccc3)N3CCCCCC3)c(=O)[nH]c2c1 (configuration not stated),-2%,-3%,0.1%,8%,4%,-4%[57.1 µM],i,-9%,4%
Cc1cccc(N2CCN(C(=O)c3cn(CC(C)C)c(=O)c4c3c3ccccc3n4C)CC2)c1C,-2%,-31%,0.4%,11%,·,·,i,-21%,9%
Cc1ccn2cc(-c3nonc3C)cc2c1,-5%,2%,?,?,?,8%,i,-2%,55%[activator]
COCCn1ccc2c(OCC(=O)Nc3cccc(OC)c3)cccc2c1=O,-1%,-5%,3.7%,·,·,·,i,-6%,-16%
O=C(CSc1nn(-c2ccccc2)c(=S)s1)NC1CCS(=O)(=O)C1 (configuration not stated),2%,27%,-0.5%,6%,2%,-2%,i,0%,-3%
CCOC(=O)c1cnn2c(SC)ncnc12,·,-56%,0.6%,·,·,15%,i,?,·
CCOC(=O)c1cnc2cc(-c3ccc(C)cc3)nn2c1-c1ccccc1,-4%,-2%,-0.6%,4%,30%,-7%,i,-18%,-15%
Cc1cc(C(F)(F)F)nn1Cc1n[nH]c(=S)n1Cc1ccccc1,6%,-35%,0.0%,14%,1%,19%,·,16%,·
N/C(COc1ccccc1)=N\NC(=O)c1cccnc1Oc1ccccc1,4%,-5%,-0.7%,22%,2%,9%,i,-8%,3%
Nc1c(-c2nc(-c3ccc4c(c3)OCO4)cs2)c2ccccn2c1C(=O)c1ccc(Cl)cc1,1%,6%,-0.1%,-4%,·,·,i,25%,13%
COc1ccc(/C=N\NC(=O)c2ccc(F)cc2)cc1COc1ccccc1C(N)=O,1%,-20%,3.7%,-8%,?,-2%,i,?,-19%
Cn1c(=O)c2cc(NC(=O)NCc3ccc(Cl)cc3Cl)ccc2n1Cc1ccc(F)cc1,·,-29%,0.4%[9.22 µM],·,·,-2%,?,?,-37%
COc1ccccc1CNC(=O)[C@H](C)NC(=O)C1CCN(C(=O)[C@@H](N)Cc2ccccc2)CC1,-13%,1%,-1.2%,7%,16%,8%,?,7%,4%
O=C(Nc1ccccc1C(=O)O)c1cc(S(=O)(=O)Nc2ccccc2)ccc1Cl,3%,-11%,-0.7%,1%,-2%,-9%,i,1%,0%
C/C(=N\NC(=O)c1nnn(-c2nonc2N)c1-c1ccc2c(c1)OCO2)c1ccccc1,0%,-8%,-0.5%,-1%,?,-1%,i,-9%,-22%
COCCCNC(=O)C(=O)Nc1c2c(nn1-c1cccc(Cl)c1)CSC2,-1%,-7%,0.5%,·,·,·,i,-1%,-7%
CCOC(=O)CC1C(=O)NCCN1S(=O)(=O)c1ccccc1 (configuration not stated),1%,6%,0.0%,-9%,-1%,5%,i,12%,6%
Cc1ccc(N2C(=O)c3ccccc3C2C(=O)c2ccc(O)cc2O)cc1 (configuration not stated),3%,-29%,3.2%,?,2%,-19%,i,-25%,-19%
Cc1ccc(C)c(S(=O)(=O)N2CCCOC2CNC(=O)C(=O)NCc2ccncc2)c1 (configuration not stated),1%,1%,2.1%,5%,1%,-6%,i,1%,5%
COc1ccccc1C(=O)NCCc1nc2ccccc2n1C,12%,2%,-0.9%,2%,-1%,6%,i,?,4%
O=C(Nc1ccnn1C1CCN(C(=O)CCc2ccc(F)cc2)CC1)C1CCOC1 (configuration not stated),-3%,-29%,0.3%,6%,-6%,11%,i,?,6%
OC(COc1cc(Cl)c(Cl)cc1Cl)CN1CCN(c2ncccn2)CC1 (configuration not stated),-1%,-24%,4.4%,0%,?,-7%,i,-3%,-9%
N#Cc1ccc(C(=O)NN2C(=O)NC3(CCCCC3)C2=O)cc1,6%,-5%,1.2%,-9%,-3%,-21%,i,14%,-12%
CCOc1ccc(C(=O)n2cnnc2N)cc1,1%,-5%,0.3%,13µM*,-1%,5%,i,-8%,0%

# Compound activity (PubChem BioAssay)
